# Screening results as filed in PubChem BioAssay.
# IMPase cell inh: membrane-permeable compound that blocks inositol monophosphatase | AID 901 | inhibition (IP1 accumulation), % at 46.1 µM | 120,000 tested, under 10 active | CHO-M1 cells, IP1 accumulation, HTRF TR-FRET ratio; active = well fitted curve in the direction sought with a large enough effect in the signal ratio, not every such curve was filed as active; inconclusive = small, poorly fitted or top-dose-only effect, or a change in a side signal; inactive = no such curve, though single readings can be large or run the other way; the % refers to the signal ratio;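 also: cells stimulated with carbachol in lithium chloride buffer; plate controls were DMSO basal wells for no effect and reference inhibitor wells for full effect; higher means more IMPase inhibition seen as more IP1 and lower FRET ratio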
# Target sequence (P97697 whole entry, looked up): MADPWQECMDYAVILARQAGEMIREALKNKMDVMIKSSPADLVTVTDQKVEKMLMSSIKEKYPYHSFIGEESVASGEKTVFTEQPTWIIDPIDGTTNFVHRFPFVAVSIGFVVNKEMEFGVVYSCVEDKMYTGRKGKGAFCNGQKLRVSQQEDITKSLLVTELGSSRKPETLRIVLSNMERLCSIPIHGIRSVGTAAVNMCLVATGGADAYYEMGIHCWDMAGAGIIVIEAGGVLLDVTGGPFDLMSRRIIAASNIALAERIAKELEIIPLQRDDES
#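 Elevated IP1 in lysates lowers TR-FRET signal (665/620 ratio and 620 channel reported). Cells were CHO-M1, given carbachol (50 uM as added) plus 50mM LiCl, pH 7.4, 30 min, 37C; compounds titrated up to 46 uM; AC50 by Hill equation.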
# ALOX12 inhib: inhibitors of human 12-lipoxygenase (ALOX12); 150,000 compounds, 0.12% hits; purified 12-hLO, xylenol orange hydroperoxide absorbance; Potency, µM (top dose mostly 57.1 µM), for inactives: at the top dose activity change, negative = inhibition, hits mostly inhibitors; also: potency is read from the fitted curve at half-maximal effect; nearly all actives have a fitted effect of over 55% in size; many of its hits are not listed in these tables
#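 Purified human 12hLO (150 nM final) was preincubated with compounds for 15 min at room temperature in 25 mM Hepes pH 7.0, 0.01% Triton X-100, then reacted with 40 uM arachidonic acid for 30 min. Hydroperoxide was detected with ferrous iron/xylenol orange.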
# PNC inhibitor: blocks assembly of the perinucleolar compartment; 140,000 compounds, 3.1% hits; PC3M PTB-GFP, PNC prevalence imaging, 16 h; stronger effect = lower value; activity change (PNC), negative = inhibition, % at 10 µM;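 active = readout at or below -70, meaning at least 70% loss of cells showing the perinucleolar compartment, a nuclear body marking cancer cells; inconclusive = readout between -30 and a set limit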;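 also: plate controls were DMSO wells for no effect and camptothecin positive control wells for full effect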
#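 Read-out is percentage of cells bearing a perinucleolar compartment, from automated 20x imaging of fixed, Hoechst-stained PC3M PTB-GFP cells. Cells were seeded 4 h, then exposed 16 h to compound (23 nl of library stock) in duplicate plates.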
# ALOX15B inhib: blocks human 15-lipoxygenase 2 activity; 110,000 compounds, 0.56% hits; purified 15hLO-2, xylenol orange hydroperoxide absorbance; O15296; Potency, µM (titrated, usually from 57.1 µM), for inactives: at the highest dose activity change, negative = inhibition, actives largely listed as inhibitors; AID 881; also: potency is read from the fitted curve at half-maximal effect; nearly all actives have a fitted effect of over 60% in size; many of its hits are not listed in these tables
# Target sequence (O15296 whole entry, looked up): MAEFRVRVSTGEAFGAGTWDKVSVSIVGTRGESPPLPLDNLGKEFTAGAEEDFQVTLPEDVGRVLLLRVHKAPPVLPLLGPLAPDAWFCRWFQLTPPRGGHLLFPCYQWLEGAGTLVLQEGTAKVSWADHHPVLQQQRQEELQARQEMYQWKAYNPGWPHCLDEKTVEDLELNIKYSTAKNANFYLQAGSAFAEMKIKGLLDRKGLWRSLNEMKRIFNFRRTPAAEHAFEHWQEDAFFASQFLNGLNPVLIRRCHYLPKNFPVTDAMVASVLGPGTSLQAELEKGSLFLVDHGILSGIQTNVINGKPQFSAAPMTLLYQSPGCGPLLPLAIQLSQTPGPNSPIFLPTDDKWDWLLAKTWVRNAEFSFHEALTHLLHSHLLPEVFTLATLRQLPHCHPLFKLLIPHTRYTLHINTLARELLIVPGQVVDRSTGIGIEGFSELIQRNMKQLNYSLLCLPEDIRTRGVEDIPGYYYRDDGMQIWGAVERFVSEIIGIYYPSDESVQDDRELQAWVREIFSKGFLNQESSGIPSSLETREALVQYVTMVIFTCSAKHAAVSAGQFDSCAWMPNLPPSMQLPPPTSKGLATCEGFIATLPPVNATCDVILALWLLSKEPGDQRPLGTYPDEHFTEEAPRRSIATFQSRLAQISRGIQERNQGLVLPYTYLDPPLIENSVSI
#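 Enzyme 50 nM, AA 45 uM, 25 mM Hepes pH 7.5 + 0.01% Triton X-100; cpd preinc 15 min RT, rxn 90 min RT; stop/detect with 200 uM XO + 300 uM Fe(II) in 50 mM H2SO4, 30 min; A573/A405.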
# Starred values were filed as active, the others as inactive; ? = inconclusive; . = no result given; & = joins results of further samples; [ ] = dose if it differs, or a comment. Unless noted, calls follow the shape of the dose curve; as a rule, active = well fitted curve in the direction sought with a large enough effect; inconclusive = small, poorly fitted or top-dose-only effect, or another doubt; inactive = no such curve, though single readings can be large; an effect the other way counts as inactive or inconclusive. Unless noted, % is scaled to controls: 0 for no effect and ±100 for the full control effect. Not all compounds are listed; the hit share may differ from the screen's.
canonical_smiles,IMPase cell inh,PNC inhibitor,ALOX12 inhib,ALOX15B inhib
COc1ccccc1C=NC(CO)C(O)c1ccc([N+](=O)[O-])cc1 (stereo not drawn),-4,25,0%,-1%
N#C/C(=C\c1ccc(OC(=O)c2cccs2)cc1)c1nc2ccccc2[nH]1,.,17,5%,.
N=C1S/C(=C\c2cccc3ccccc23)C(=O)N1c1ccc(F)cc1,-10,?,2%,.
CC(C)(C)C1CCc2c(sc(NC(=O)c3cccs3)c2C(=O)N2CCCCC2)C1 (stereo not drawn),-1,-3,4%,11%
CC(=O)O[C@@]1(C(C)=O)CCC2C3CC(C)C4=CC(=O)CC[C@@]4(C)C3CC[C@]21C (stereo partly drawn),.,.,-2%,-18%
CN1/C(=C\C(=O)CSc2ncn[nH]2)C(C)(C)c2ccccc21,.,?,-2%,.
CCCCCC(O)CCc1n[nH]c(=S)n1-c1ccccc1 (stereo not drawn),8,54,3%,4%
COc1ccccc1OCCNC1CCCC1,-3,-98*,-8%,3%
Cc1ccc(-n2c(=O)[nH]cc(C(=O)N3CCc4ccccc43)c2=O)cc1,0,56,4%,-5%
Cc1nc(=O)c(-c2ccccc2)c(C)n1-c1ccccc1O,-1,22,-3%,-1%
C=C1CCC(OC(C)=O)/C(C)=C/CC2[C@H]1CC2(C)C (stereo partly drawn),.,.,-1%,-7%
Nc1nc2n(n1)C(c1ccco1)CC(c1ccc(Cl)cc1Cl)N2 (stereo not drawn),.,23,-20%,.
COc1ccc(N2CCN(C(=O)CN(C)S(=O)(=O)c3cnc[nH]3)CC2)cc1,.,19,-1%,.
COc1ccc(C(=O)/C=C/c2ccc(OC3CSC3)cc2)cc1,.,36,5%,.
C=CCOc1c(Br)cc(/C=N/NC(=O)Cc2ccc(C(F)(F)F)cc2[N+](=O)[O-])cc1OC,.,-3,0%,.
CNc1oc(Cc2ccccc2)nc1S(=O)(=O)c1ccccc1,8,-13,2%,-10%
S=C(NCc1cccs1)Nc1ccccc1Cl,.,-15,-2%,.
COC(=O)C1=C(N)Oc2cc(C)oc(=O)c2C1c1cccnc1 (stereo not drawn),-9,6,-2%,4%
COCC(=O)Nc1ccccc1C(=O)NC(C)C,4,?,-7%,16%
CC(C)CNC(=O)O,.,.,3%[11.4 µM],-2%[11.4 µM]
CCOC(=O)c1cccc(N2C(N)=NC(N)=NC2(C)C)c1,1,-7,-1%,4%
Cn1c(NC(=O)C[n+]2cc(-c3ccc(Cl)cc3)n3c2CCC3)cc(=O)n(C)c1=O,.,4,3%,.
COc1ccc(CCN(C)Cc2ccc(OCc3ccccc3)c(OC)c2)cc1OC,5,-15,-4%,40%[activator]
O=C1CC(N2CCN(c3cccc(C(F)(F)F)c3)CC2)C(=O)N1c1ccccc1F (stereo not drawn),0,30,-10%,-3%
Cc1ccc(S(=O)(=O)c2nc(-c3ccco3)oc2NCC2CCCO2)cc1 (stereo not drawn),.,13,-3%,.
CC(=O)Nc1ccc(NC(=O)C(F)(F)F)cc1,?,?,1%,.
CCN(CC)c1ccc(/C=N/NC(=O)Cc2nnc(NC(=O)Nc3ccccc3)s2)cc1,-5,3,-2%,.
CCOC(=O)C1C(=O)C=C(/C=C/c2ccccc2)CC1c1ccc(Cl)cc1 (stereo not drawn),2,1,-7%,-7%
Cc1ccc(-n2c(C)c3c(C)nnc(C)c3c2C)cc1C,10,-3,-8%,6%
COc1ccc(CNC(=O)C(c2ccncc2)N(C(=O)Cc2cccs2)c2ccc(C)cc2)cc1 (stereo not drawn),2[1.84 µM],?,-7%,3%[11.4 µM]
COc1cccc(-c2cc(N3C(=O)Nc4ccccc4N3O)n[nH]2)c1,-2,3,0%,.
CCOC(=O)c1cc(-c2ccc(F)cc2)n(CC(=O)N2CCCC2)c1C,4,-4,4%,-2%
c1ccc2oc(NC3=NCN(CC4CCCO4)CN3)nc2c1 (stereo not drawn),-1,-30,-1%,1%
CCC(C(=O)OC)n1cnc2c(nnn2-c2ccc(OC)cc2)c1=O (stereo not drawn),3,-18,0%,7%
COC(=O)c1ccc(Oc2coc3cc(OCc4ccc([N+](=O)[O-])cc4)ccc3c2=O)cc1,-2,-1,-3%,.
Cc1ccc(C(=O)NCC(C)(C)N2CCOCC2)s1,-7,4,-4%,3%
N#Cc1cnn(-c2nc(SCc3ccccc3)nc3sc4c(c23)CCCC4)c1N,6,16,-6%,-11%
COc1ccc(Cc2nnc(N/N=C/c3ccc(O)cc3)[nH]c2=O)cc1OC,-3,?,0%,.
COC(=O)C1CCN(c2nc3ccccc3nc2C(C#N)C(=O)OCC(C)C)CC1 (stereo not drawn),3,-83*,-2%,0%
Nc1ccc2cn[nH]c2c1,.,-12,-3%,.
CCn1c(SCC(=O)Nc2cc(OC)c(OC)c(OC)c2)nnc1-c1cccs1,-2,-4,-4%,13%
O=C(NCc1cccs1)c1ccc2c(c1)OCCO2,?,?,-1%,-2%
COCCNC(=O)CN(Cc1ccc2c(c1)OCO2)C(=O)CCC(=O)Nc1nccs1,-4,8,-9%,-4%
Cc1cc(=O)[nH]c(SCC(=O)N2CCc3ccccc3C2)n1,-3,-27,13%,6%
Cc1cc(N/N=C/c2c(O)ccc3ccccc23)nc(-c2ccccc2O)n1,.,5,3%,.
Cc1ccccc1-c1nc2sc3c(c2c(=O)n1N)CCCC3,4,?,-5%,-6%
Cc1cc(C(F)F)nn1CC(=O)NCc1ccc(Cl)cc1Cl,-8,-2,9%,.
O=C(c1ccco1)N1CCN(S(=O)(=O)c2ccc(F)cc2)CC1,-5,3,-22%,-6%
O=C(NNC(=S)NCc1ccccc1)c1ccc2c(c1)OCO2,.,-10,-2%,.
c1cncc(-c2nc3cc4ccccc4cc3[nH]2)c1,-11,-28,-10%,-4%
C=CCc1cccc(/C=N/c2ncccc2O)c1O,?,-24,-18%,-17%
CCOC(=O)c1cnc2nc(C(F)(F)F)[nH]n2c1=O,-7,-14,3%,0%
Cc1nn(C(C)CC(=O)O)c(C)c1Br (stereo not drawn),-6,-8,7%,5%
CCn1c(-c2cc(-c3cccc(OC)c3)nc3ccccc23)n[nH]c1=S,-1,21,-11%,?
C=CCOc1cccc(C2/C(=C(/O)c3ccccc3)C(=O)C(=O)N2CCN2CCOCC2)c1 (stereo not drawn),2,90,7%,12%
CCOc1ccc(-n2c(SCC(=O)NCc3ccco3)nc3c(c2=O)SCC3)cc1,1,?,-4%,-3%
Fc1ccc(-n2nnnc2-c2cnc(-c3cccs3)nc2C(F)(F)F)cc1,4,-8,-11%,-6%
C[C@@H]1C(c2cccc(Cl)c2)=NN(c2ccc(Br)cc2)[C@H]1C(=O)N1CCOC1=O,.,.,-2%[0.00818 µM],-6%[0.0915 µM]
CCC(NC(=O)NC1=NCCS1)(C(F)(F)F)C(F)(F)F,4,13,1%,1%
C1=Nc2c(NCc3ccccc3)ncnc2Oc2ccccc21,4,16,2%,1%

# (list continues)
canonical_smiles,IMPase cell inh,PNC inhibitor,ALOX12 inhib,ALOX15B inhib
Cc1sc2ncnc(SCc3ccco3)c2c1C,-8,-19,-12%,-2%
COc1nc(-c2ccccc2)ccc1-c1noc(-c2ccccc2F)n1,-3,-4,-2%,8%
O=Cc1ccc(N2CCCC2)c(F)c1,-4,?,3%,-1%
S=c1[nH]nc(COc2ccc(Cl)cc2)n1C1CCCCC1,4,281,-7%,.
COc1ccc(/C=C/c2c([N+](=O)[O-])c(=O)n(C)c(=O)n2C)cc1OC,0,-23,-1%,-6%
CCN(CC(=O)Nc1cccc(Br)c1)Cc1nc2ccccc2c(=O)[nH]1,2,36,-13%,22%
O=C(CSc1nnc(-c2ccncc2)n1Cc1ccccc1)NC1CCCc2ccccc21 (stereo not drawn),.,-24,9%,.
CCSc1nnc(-c2ccc(S(=O)(=O)N3CCOCC3)cc2)n1CC1CCCO1 (stereo not drawn),3,?,-1%,0%
CCOc1ccc(OCCN(C)Cc2ccccc2)cc1,2,?,-4%,-1%
COC(=O)C1C(=O)c2c([nH]c(C(=O)OCCSC)c2C)CC1C (stereo not drawn),2,-16,2%,2%
CCOC(=O)Nc1ccc(NC(=O)c2c(OC)cccc2OC)cc1,5,7,-1%,-1%
O=C(Nc1cccc(C(=O)N2CCCCCC2)c1)c1ccco1,11,48,3%,-4%
CC(C)NC(=O)NC(=O)COC(=O)c1ccccc1F,-11,-115*,0%,.
Cc1nn(Cc2ccccc2Cl)c(C)c1C(=O)N1CCN(c2ccccc2)CC1,14,?,-3%,-1%
COc1cc2ccccc2cc1C(=O)Nc1ccc(S(=O)(=O)Nc2cc(C)on2)cc1,10,33,-7%,-11%
CN=c1sc(C(=O)Nc2cccc(Cl)c2)cc(=O)n1C,2,-18,-4%,.
c1ccc2ncc(-n3cnnn3)cc2c1,-9,12,0%,3%
Fc1ccccc1CSc1nc2ccccc2[nH]1,3,?,4%,11%
CC1(C)CC(=O)C2=C(C1)N(Cc1ccccc1)C(=O)C2(NC(=O)C(C)(C)C)C(F)(F)F (stereo not drawn),0,-5,-1%,3%
CCS(=O)(=O)N1CCN(c2ccc(C(=O)NC34CC5CC(CC(C5)C3)C4)cc2[N+](=O)[O-])CC1,.,51,2%,.

# Overlap with the part before: two entries; new compounds follow.
canonical_smiles,IMPase cell inh,PNC inhibitor,ALOX12 inhib,ALOX15B inhib
CC1(C)CC(=O)C2=C(C1)N(Cc1ccccc1)C(=O)C2(NC(=O)C(C)(C)C)C(F)(F)F (stereo not drawn),0,-5,-1%,3%
CCS(=O)(=O)N1CCN(c2ccc(C(=O)NC34CC5CC(CC(C5)C3)C4)cc2[N+](=O)[O-])CC1,.,51,2%,.
Cc1ccc(N(CC(=O)Nc2ccccc2-c2ccccc2)S(=O)(=O)c2ccccc2)c(C)c1,.,9,-8%,.
Cc1cc(C)nc(SCC(=O)NCc2ccco2)n1,2,-11,-3%,-2%
CCN(CC)c1ccc(C(=O)OCC(=O)Nc2ccccc2-c2ccccc2)cc1,.,?,0%,.
COc1ccc2c(c1)c(CC(=O)N1CCOCC1)c(C)n2C(=O)c1ccc(Cl)cc1,5,.,-4%&-6%,26%
O=C(CSc1nnc(Nc2ccccc2)s1)NCCN1C(=O)CSC1=O,-4,-14,-5%,.
CS(=O)(=O)Nc1ccccc1C(=O)N1CCN(c2ccccc2)CC1,0,40,3%,-6%
Cc1ccnc(SCC(=O)N2CCN(C(c3ccccc3)c3ccccc3)CC2)n1,5,41,-7%,-3%
CCn1c(=O)cc(OCC(=O)NC2CCCCC2)c2ccccc21,3,7,2%,-4%
COc1ccc(N=Cc2ccc[nH]2)cc1,-15,4,5%,10%
Cc1cc(C)n(-c2ccc(N3CCOCC3)nn2)n1,-5,0,3%,6%
Cc1nnc(NC(=O)CSc2nnc(-c3ccoc3C)n2CC(C)C)s1,9,17,-2%,-6%
O=C(CSc1nc2ccccc2c(=O)n1NC(=O)Cc1ccccc1)NCc1ccccc1Cl,-14,15,0%,-20%
COc1ccc(C(=O)Cn2c3ccccc3n3nc(CCC(=O)O)c(=O)nc23)cc1OC,-11,-6,-6%,6%
COc1ccc(S(=O)(=O)N2CCN(C(=O)c3cccc(Cl)c3)CC2)cc1,-10,11,-13%,-6%
C=C[C@H](N)CCC(=O)O,3,.,-4%,14%
CCCCCCCCCCCCC[N+](C)(C)Cc1ccccc1,.,.,-4%,-12%
COc1ccccc1C(NC(=O)C1CCCCC1)c1c(O)ccc2ccccc12 (stereo not drawn),.,97,0%,.
